Compound activity as filed in PubChem.
TRHR ag = qHTS for Small Molecule Agonists and Allosteric Enhancers of Human TRH Receptor: Primary Screen for Agonists; Thyrotropin-releasing hormone receptor (Homo sapiens), P34981; TRHR cells, calcium flux fluo-8, FDSS agonist mode; activation, % at 2 µM; hit rate 0.18% among 360,000; AID 493084, 2011; in the data active = activation above about 30%; note: 0% is about no effect
Target sequence (P34981 whole entry, looked up): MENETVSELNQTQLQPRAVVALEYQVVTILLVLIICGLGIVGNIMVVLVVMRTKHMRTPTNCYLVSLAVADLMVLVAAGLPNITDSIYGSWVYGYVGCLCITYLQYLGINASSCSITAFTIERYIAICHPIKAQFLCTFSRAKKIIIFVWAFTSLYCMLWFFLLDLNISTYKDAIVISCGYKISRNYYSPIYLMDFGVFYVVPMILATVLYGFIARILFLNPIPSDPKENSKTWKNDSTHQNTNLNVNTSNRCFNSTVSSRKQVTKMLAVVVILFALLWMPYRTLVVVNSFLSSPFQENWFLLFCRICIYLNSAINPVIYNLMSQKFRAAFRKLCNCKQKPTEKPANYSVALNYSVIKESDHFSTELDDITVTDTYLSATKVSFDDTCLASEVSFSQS
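Steps: seed TRHR cells overnight; add fluo-8 no-wash Ca dye, RT 30 min–1.5 h; record 10 s baseline; pin-transfer compounds; monitor fluorescence 1 cycle/s for the agonist window. Calcium increases flag candidate agonists.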
D2 ag = HTS Assay for Allosteric Agonists of the Human D2 Dopamine Receptor: Primary Screen for Agonists | HEK293 T-REx D2 cells, calcium flux agonist mode | activation, % at 2 µM | hit rate 0.53% among 340,000 | AID 485358, 2010;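 active = activation over 3 SD above normal in the single-dose calcium agonist read, cut at about 30% in these data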; note: 0% is about no effect
Target sequence (P14416 whole entry, looked up): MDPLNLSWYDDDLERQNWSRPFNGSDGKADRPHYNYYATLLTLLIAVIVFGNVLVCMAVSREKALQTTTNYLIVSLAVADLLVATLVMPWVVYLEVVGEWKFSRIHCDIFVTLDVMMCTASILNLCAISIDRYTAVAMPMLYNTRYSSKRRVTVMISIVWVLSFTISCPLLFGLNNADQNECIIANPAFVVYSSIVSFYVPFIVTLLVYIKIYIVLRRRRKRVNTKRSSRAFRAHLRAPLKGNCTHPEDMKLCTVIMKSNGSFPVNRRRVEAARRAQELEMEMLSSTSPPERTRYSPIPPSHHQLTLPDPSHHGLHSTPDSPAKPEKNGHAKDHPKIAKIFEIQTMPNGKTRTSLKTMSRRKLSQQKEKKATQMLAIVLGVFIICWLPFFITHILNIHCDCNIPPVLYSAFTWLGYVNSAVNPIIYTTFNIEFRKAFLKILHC
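In this primary screen, compounds producing a positive calcium signal within 180 s of addition to tetracycline-induced, force-coupled HEK293 Trex D2 cells are flagged; cells are dye-loaded with a no-wash calcium kit beforehand.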
D2 antag = HTS Assay for Allosteric Antagonists of the Human D2 Dopamine Receptor: Primary Screen for Antagonists; D(2) dopamine receptor (Homo sapiens), P14416; HEK293 TREx D2 cells, calcium flux, dopamine EC80; inhibition, % at 10 µM; hit rate 2% among 340,000; in the data active = inhibition above about 30%; note: 0% is about no effect
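Tetracycline-induced HEK293 T-REx cells expressing D2 force-coupled to calcium signalling were dye-loaded, exposed to compound for 180 s, then challenged with an EC80 of dopamine; calcium flux was followed kinetically for a further 180 s.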
PI4K2A inh = qHTS for small molecular inhibitors of PI4K2A; Phosphatidylinositol 4-kinase type 2-alpha (Homo sapiens), Q9BTU6; activity change, negative = inhibition, % at 76.9 µM; hit rate 0.13% among 420,000; purified PI4K2A, ADP-Glo luminescence, 1 h; active compounds read low; in the data active = activity change below about -50%; inconclusive = mostly about -30% to -49%;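 note: -100% = wells without enzyme as full effect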
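PI4K2A activity was measured by ADP-Glo luminescence: enzyme (4 ug/mL stock) and phosphatidylinositol (1.2 mM stock) in Tris pH 7.5/MgCl2/EGTA/Triton X-100 buffer were reacted with ATP (300 microM stock) for one hour at ambient temperature.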
TRHR enhancer = qHTS for Small Molecule Agonists and Allosteric Enhancers of Human TRH Receptor: Primary Screen for Enhancers. hit rate 0.66% among 360,000. enhancement, % at 2 µM. TRHR cells, fluo-8 calcium fluorescence, EC20 TRH enhancement. AID 493056, 2011; in the data active = enhancement above about 30%; note: 0% is about no effect
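Enhancer read-out: after compound pinning and an initial kinetic agonist-mode read, an EC20 of TRH (10 nM final) was injected and fluo-8 calcium signal (Ex 480/Em 530) followed at 1 s/cycle for 100 cycles in TRHR-expressing cells.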
USP1-UAF1 inh = Inhibitors of USP1/UAF1: Primary Screen. Ubiquitin carboxyl-terminal hydrolase 1 (Homo sapiens), O94782. hit rate 0.23% among 390,000. recombinant USP1/UAF1, Ub-Rhodamine cleavage fluorescence. AID 743255, 2014. Potency, µM (titrated, usually from 57.1 µM), for inactives: at the highest dose activity change, negative = inhibition, hits mostly inhibitors; note: potency is the fitted concentration of half-maximal effect; % is set by controls: 0 for no effect and ±100 for the full control effect; nearly all actives have a fitted effect of over 60% in size; inactives centre near -12
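Step one: compound is pinned into 1nM USP1/UAF1 in HEPES pH 7.8 buffer with TCEP. Step two: 15 min room-temperature incubation. Step three: Ub-Rho (150nM final) starts cleavage, tracked by fluorescence over six one-minute reads.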
TrxR1 substrate = qHTS Assay for Substrates of Mammalian Selenoprotein Thioredoxin Reductase 1 (TrxR1): qHTS; purified TrxR1 substrate turnover, NADPH consumption readout; Potency, µM (doses to about 114 µM), inactives show at the top dose activity change, negative = substrate turnover; Thioredoxin reductase 1, cytoplasmic (Rattus norvegicus), O89049; hit rate 0.01% among 390,000; note: potency is the fitted concentration of half-maximal effect; % is set by controls: 0 for no effect and ±100 for the full control effect; nearly all actives have a fitted effect of over 50% in size
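Rat TrxR1, dispensed at 90 nM, was prereduced with 400 uM NADPH (final) for 5 min at ~22 deg C, then incubated with compound 15 min before 400 uM selenite. A first-read NADPH fluorescence drop versus no-compound background flagged substrates.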
rTrxR1 inhibitor = qHTS Assay for Inhibitors of Mammalian Selenoprotein Thioredoxin Reductase 1 (TrxR1): qHTS; Thioredoxin reductase 1, cytoplasmic (Rattus norvegicus), O89049; recombinant rTrxR1, NADPH fluorescence consumption, selenite substrate; Potency, µM (doses to about 114 µM), without a hit: top-dose activity change, negative = inhibition, actives largely listed as inhibitors; hit rate 1% among 390,000; AID 588453, 2011; note: potency is the fitted concentration of half-maximal effect; % is set by controls: 0 for no effect and ±100 for the full control effect; nearly all actives have a fitted effect of over 65% in size
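Rat TrxR1 (90 nM in the dispensed reagent) was pre-reduced with 400 uM NADPH for 5 min at room temperature, then incubated with compound for 15 min. After 400 uM selenite was added, NADPH fluorescence (Ex 340/Em 450 nm) was followed for 8 min.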
mIDH1 inhibitor = qHTS for Inhibitors of mutant isocitrate dehydrogenase 1 (IDH1): qHTS | Isocitrate dehydrogenase [NADP] cytoplasmic (Homo sapiens), O75874 | hit rate 0.093% among 390,000 | AID 602179, 2012 | IDH1-R132H enzyme, NADPH consumption, diaphorase/resazurin fluorescence | Potency, µM (series often up to 76.6 µM), for the others: at the highest dose activity change, negative = inhibition, actives largely listed as inhibitors; note: potency is the fitted concentration of half-maximal effect; % is set by controls: 0 for no effect and ±100 for the full control effect; nearly all actives have a fitted effect of over 65% in size
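IDH1-R132H (0.5 ug/mL) preincubated 30 min with compound, then NADPH (0.016 mM) and alpha-KG (2 mM) added; 80 min at RT, pH 7.5. Remaining NADPH coupled via diaphorase/resazurin to fluorescence (540/590 nm); concentration-response curves normalized to no-enzyme control.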
Starred values were filed as active, the others as inactive; ? = inconclusive; nt = no result given; & = joins results of further samples; [ ] = remark or other dose. Unless noted, calls come from the whole dose curve; as a rule, active = well fitted inhibition curve with a large enough effect; inconclusive = small, poorly fitted or top-dose-only effect; inactive = no such curve, though single readings can be large or run the other way. The order is random; overall some 3.9% were active at least once.

SMILES	TRHR ag	D2 ag	D2 antag	PI4K2A inh	TRHR enhancer	USP1-UAF1 inh	TrxR1 substrate	rTrxR1 inhibitor	mIDH1 inhibitor
N#Cc1cccc(NC(=O)c2ccc3c(c2)N(Cc2cccc(Cl)c2)C(=O)c2ccccc2S3(=O)=O)c1	2.2	1.8	nt	-2	31*	-16%	-3%[0.457 µM]	20%	-12%
CC(=O)c1c(C)[nH]c(C(=O)Nc2cccc3ccccc23)c1C	-0.5	-3.1	-2	4	-4	-16%	8%	15%	7%
CC1=C(C(=O)Nc2cc(C(=O)NCCC(C)C)ccc2C)SCCO1	-0.9	-0.2	-3	1	6	-3%	1%	26%	19%
COc1ccc(/C=N/NC(=O)c2ccc(Cn3cc([N+](=O)[O-])cn3)o2)c(OC)c1C	-0.4	-0.4	0	6	-4	-17%	-1%	-6%	2%
CCCSc1oc(-c2ccco2)nc1S(=O)(=O)c1ccccc1	-0.9	-0.1	21	0	1	-24%	7%[57.1 µM]	-14%	2%
O=[N+]([O-])c1ccc2c(c1)C=C1CCCCC1(N1CCCC1)O2 (centres undefined)	0.5	0.4	-7	-2	1	-12%	-7%	-5%	3%
O=C(NC1CCCCC1)C(c1ccccc1)N1CCOCC1 (centres undefined)	-0.1	-0.3	15	-2	1	-17%	7%[57.1 µM]	7%[57.1 µM]	2%
CC1CC1C(=O)N1CCN(S(=O)(=O)c2cccc(F)c2)CC1 (centres undefined)	1.5	-0.2	2	-5	19	-11%	3%	11%	6%
COc1cc2cc(CNc3ccc(C)cc3)c(=O)n(CC(=O)Nc3ccc(F)cc3F)c2cc1OC	5.7	3.4	nt	0	-3	?	2%	?	21%
O=C(Nc1ccc(S(=O)(=O)Nc2cnc3ccccc3n2)cc1)c1ccc(F)cc1	nt	nt	nt	0	nt	-13%	8%	14%[11.4 µM]	1%
Cc1ccc(-c2nc(NCCN3CCOCC3)c3ccccc3n2)cc1	0.6	-1.1	-29	-6	-3	-10%	7%	15%	18%
CC(C)c1nc2oc3c(NCC4CCCO4)ncnc3c2c2c1CCC2 (centres undefined)	-1.0	-0.1	-9	-6	0	-14%	24%[57.1 µM]	5%[57.1 µM]	5%
O=C(NCCOc1ccccc1)c1cc(C(=O)NCCOc2ccccc2)cc([N+](=O)[O-])c1	-0.1	-0.1	14	-2	-3	-9%	7%	12%	5%
Cn1c2ccccc2c2nnc(SC3CCOC3=O)nc21 (centres undefined)	-0.4	0.3	10	-4	10	2%	3%	11%	4%
O=C(Nc1ccc(F)cc1F)c1ccc(-n2cnnc2)cc1	0.6	0.0	nt	-2	3	-11%	-5%[57.1 µM]	12%[57.1 µM]	-2%
CCn1c(=NC(=O)c2ccc(S(=O)(=O)N(C)C)cc2)sc2cccc(OC)c21	0.5	0.3	1	-16	3	-19%	17%	31%[activator]	12%
CCCCOC(=O)c1ccc(NC(=O)c2cc(Cl)c(Cl)cc2C(=O)O)cc1	-3.1	-3.6	7	-3	4	-11%	4%[57.1 µM]	18%[57.1 µM]	-5%
Fc1ccc(CSc2ccc(-c3ccco3)nn2)cc1	-0.4	-0.2	-21	-4	-2	-2%	-1%	?	2%
CCN1C(=O)[C@H]2[C@@H](c3ccc(OC)cc3)N3C(=O)CN(Cc4ccccc4)C(=O)[C@@]3(Cc3ccccc3)[C@H]2C1=O	0.0	0.2	-35	-4	-1	16%	-1%	2%	-5%
Cn1cc(Br)c(-c2cccc(NC(=O)CC(C)(C)CC(=O)O)c2)n1	0.7	-0.4	-2	4	0	-19%	2%	15%	9%
Cc1ccc(C(=O)N2CCCCC2CCN2CCCCC2)cc1 (centres undefined)	0.2	-0.4	nt	-1	11	-9%	5%	24%	-8%
Cc1cccc(OC(C)C(=O)NC2CCS(=O)(=O)C2)c1C (centres undefined)	0.3	-0.1	4	3	-5	-16%	2%	-2%	0%
Cc1ccc(NC(=O)c2ccc(-c3cccc(Cl)c3C)o2)cc1	1.7	-0.9	nt	-1	36*	-29%	1%	-4%	1%
Cc1ccc(/C=N/NC(=O)c2cccc(S(=O)(=O)Nc3ccccc3Cl)c2)s1	-0.3	-2.9	5	0	2	-19%	-17%	-10%	31%[activator]
O=P(c1ccccc1)(c1ccccc1)C(O)c1ccncc1 (centres undefined)	0.0	0.8	-1	1	2	17%	3%	4%	6%
Cn1nc(-c2ccc(Cl)cc2)cc1NC(=O)Nc1ccccc1	1.6	0.5	6	-1	-1	-16%	-4%	24%[57.1 µM]	2%
Cc1c(Cl)cccc1NC(=O)CC1SCCNC1=O (centres undefined)	0.1	0.2	6	0	1	-4%	-2%	3%	14%
COc1ccc(C(CNC(=O)c2oc3ccc(F)cc3c2C)N2CCCCC2)cc1 (centres undefined)	0.1	-0.3	22	-2	-12	-28%	1%	19%	-4%
COC(=O)c1nnn(-c2cccc(Cl)c2)c1C(=O)OC	-0.6	0.4	-3	0	-5	-24%	1%	12%	6%
Cc1ccc(-c2nnn(CC(=O)Nc3cccc4cccnc34)n2)o1	-0.1	-0.1	-4	-4	-1	-7%	-3%	-16%	9%
OC(c1ccccc1)C(O)c1ccccc1 (centres undefined)	nt	nt	nt	2	nt	-14%	-5%	14%	0%
CCC(CC)NC(=O)Nc1cccc(C)c1C	-0.1	2.8	-13	5	-7	-10%	2%	29%	9%
O=C(CNS(=O)(=O)/C=C/c1ccccc1)OCC(=O)N1CCC(Cc2ccccc2)CC1	-0.5	nt	nt	2	10	-7%	-8%	9%	-3%
C=CCN1C(=O)C2C(C(=O)NC3CCCC3)C3C=CC2(O3)C1C(=O)NC1CCCC1 (centres undefined)	0.7	0.4	15	6	1	-12%	-11%	-18%	0%
CCOC(=O)N1CCN(S(=O)(=O)N2CCCC(C(=O)NCc3ccccc3OC)C2)CC1 (centres undefined)	0.0&-0.6	-0.5&0.2	-42	-2&-6	-1&-4	-25%&-4%	4%	15%	0%&-1%
O=C(OCC#Cc1c(COC(=O)c2ccccc2)nnn1Cc1ccccc1)c1ccccc1	2.7	0.2	-6	-5	-1	19%	17%[57.1 µM]	37%[activator][57.1 µM]	0%
O=C(NNC(=O)c1ccccc1Cl)c1ccccc1Cl	-0.2	0.5	3	0	-9	-14%	11%[57.1 µM]	26%[57.1 µM]	-1%
COc1ccccc1N1CCN(C(=O)CSc2nnc(NC(=O)c3ccco3)s2)CC1	0.4	-0.2	-5	0	1	-16%	-2%	-16%	-2%
CN1/C(=C/C(=O)c2nc(S(C)(=O)=O)ncc2Cl)C(C)(C)c2ccccc21	-0.2	1.2	-17	20	7	-26%	-9%	50µM*	2%
CN(CC(=O)Nc1ncn[nH]1)S(=O)(=O)c1ccc(Br)cc1	-1.1	-0.1	6	-2	-3	-10%	0%	4%	-1%
Cc1nc2ccccc2c(=O)n1/N=C/c1ccccc1Cl	-0.2	-2.0	-4	-5	-3	-25%	0%	13%	11%
Cn1cc(C(=O)Nc2ccc(F)c(Cl)c2)cn1	0.7	0.0	0	-9	11	-23%	-4%	-1%	1%
Cc1ccccc1Sc1ccc([N+](=O)[O-])cn1	nt	nt	nt	-5	nt	-7%	-8%	12%	7%
O=c1oc(C2(O)CCCCC2)cc2ccc(/C=C/c3ccc(F)cc3)cc12	0.6	0.0	1	-2	3	-12%	68%[activator]	88%[activator]	-25%
COc1ccc(CC(=O)OCn2nnc3ccccc3c2=O)cc1OC	-0.1	0.2	5	-2	2	-16%	6%	24%	-2%
Cc1ccc(C(=O)Nc2ccccc2)cc1S(=O)(=O)Nc1ccc(Cl)cn1	-2.7	nt	nt	-24	2	-7%	9%	4%[57.1 µM]	10%
O=C(/C=C/c1ccc2c(c1)OCO2)c1cccnc1	0.8	2.4	-13	10	2	-21%	-15%	?	-19%
Cc1nc(N)nc(Nc2ccc(C#N)cc2)c1Br	-0.2	2.4	16	10	3	-11%	12%	36%	12%

Compounds listed so far with an aryl thioether with sulfur outside any ring:
SMILES	TRHR ag	D2 ag	D2 antag	PI4K2A inh	TRHR enhancer	USP1-UAF1 inh	TrxR1 substrate	rTrxR1 inhibitor	mIDH1 inhibitor
CCCSc1oc(-c2ccco2)nc1S(=O)(=O)c1ccccc1	-0.9	-0.1	21	0	1	-24%	7%[57.1 µM]	-14%	2%
Cn1c2ccccc2c2nnc(SC3CCOC3=O)nc21 (centres undefined)	-0.4	0.3	10	-4	10	2%	3%	11%	4%
Fc1ccc(CSc2ccc(-c3ccco3)nn2)cc1	-0.4	-0.2	-21	-4	-2	-2%	-1%	?	2%
COc1ccccc1N1CCN(C(=O)CSc2nnc(NC(=O)c3ccco3)s2)CC1	0.4	-0.2	-5	0	1	-16%	-2%	-16%	-2%
Cc1ccccc1Sc1ccc([N+](=O)[O-])cn1	nt	nt	nt	-5	nt	-7%	-8%	12%	7%
